BioA inh: BioA (M. tuberculosis) enzyme inhibition | purified M. tuberculosis BioA enzyme, plate reader | inhibition, % at 9.99 µM | actives 0.096% (n = 360,000); in the data active means inhibition above about 40%; inconclusive means no clear call, values can overlap the other calls
FBA Mtb inh: inhibits M. tuberculosis FBA enzyme | P9WQA3 | purified M. tuberculosis FBA, fluorescence read-out | inhibition, % at 1 µM | actives 2.3% (n = 360,000); in the data active means inhibition above about 27%;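 further: 0% = vehicle and 100% = reference inhibitor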
Target sequence (P9WQA3 whole entry, looked up): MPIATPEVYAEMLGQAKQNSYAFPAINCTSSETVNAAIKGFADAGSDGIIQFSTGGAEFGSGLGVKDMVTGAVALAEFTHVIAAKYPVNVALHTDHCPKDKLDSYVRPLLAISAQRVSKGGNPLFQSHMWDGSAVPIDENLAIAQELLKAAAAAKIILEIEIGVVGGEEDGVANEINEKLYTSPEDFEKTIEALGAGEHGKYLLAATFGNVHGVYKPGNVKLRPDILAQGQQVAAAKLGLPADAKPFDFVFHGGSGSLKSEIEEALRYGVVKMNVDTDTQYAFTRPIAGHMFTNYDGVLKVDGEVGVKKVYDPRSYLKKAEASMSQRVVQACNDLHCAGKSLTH
TcdB inh: inhibitors of Clostridioides difficile toxin B glycohydrolase. actives 0.24% (n = 350,000). TcdB glycohydrolase enzymatic assay, plate reader. AID 652162. inhibition, % at 9.99 µM. P18177; in the data active means inhibition above about 10%
Mtb UGM inh: Mtb UDP-galactopyranose mutase inhibition | inhibition, % at 10 µM | actives 0.06% (n = 320,000) | P9WIQ1 | purified UGM, fluorescence polarization probe displacement; in the data active means inhibition above about 10%, passing the limit was not always enough; inconclusive means no clear call, values can overlap the other calls
Target sequence (P9WIQ1 whole entry, looked up): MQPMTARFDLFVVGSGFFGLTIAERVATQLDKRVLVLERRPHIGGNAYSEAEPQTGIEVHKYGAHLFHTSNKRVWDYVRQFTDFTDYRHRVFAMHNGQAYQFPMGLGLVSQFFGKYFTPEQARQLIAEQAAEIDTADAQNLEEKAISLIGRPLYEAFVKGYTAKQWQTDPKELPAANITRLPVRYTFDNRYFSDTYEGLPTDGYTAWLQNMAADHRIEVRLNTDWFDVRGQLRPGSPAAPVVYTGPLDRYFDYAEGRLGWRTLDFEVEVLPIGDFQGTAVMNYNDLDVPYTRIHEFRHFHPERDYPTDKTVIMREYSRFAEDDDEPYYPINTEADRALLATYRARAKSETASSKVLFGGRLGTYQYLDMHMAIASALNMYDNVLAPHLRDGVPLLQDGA
Y pestis TopoI: blocks Yersinia pestis topoisomerase I activity. AID 504884. Y. pestis Topo-I cleavage product accumulation, plate reader. activity, % at 10 µM. actives 0.064% (n = 360,000); in the data active means activity above about 50%, passing the limit was not always enough; inconclusive means no clear call, values can overlap the other calls; further: inactives centre near 2
FadD28 binding: blocks FadD28 binding to the bisubstrate probe; fluorescence polarization; inhibition, % at 12.5 µM; actives 0.22% (n = 360,000); in the data active means inhibition above about 8.5%, passing the limit was not always enough; inconclusive means no clear call, values can overlap the other calls
BH1578 lux ind: induces V. cholerae light production without autoinducers; V. cholerae BH1578 lux reporter, luminescence, 6 h; activation, % at 18.7 µM; actives 0.16% (n = 350,000); AID 588436; in the data active means activation mostly above about 9.7%, no sharp cut-off; inconclusive means no clear call, values can overlap the other calls; inactive means mostly below about 3.7%; further: not every result past the cut was called active; inactives centre near 0; reference of the scale not given here
PfHsp40 yeast: rescue of PfHsp40-mediated yeast toxicity | S. cerevisiae expressing PfHsp40, growth rescue, ATP luminescence | growth rescue, % at 12.5 µM | actives 0.68% (n = 340,000) | AID 504582; in the data active means growth rescue above about 28%, passing the limit was not always enough; inconclusive means no clear call, values can overlap the other calls;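 further: yeast W303a lacking pdr1 and pdr3 grown in galactose medium; growth measured after three days at 30 °C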
GDH-TPI counter: counter-screen for M. tuberculosis FBA inhibitors: GDH-TPI coupled enzymes. GDH-TPI coupled enzyme counterscreen, NADH absorbance. inhibition, % at 4.8 µM. actives 1.2% (n = 360,000); in the data active means inhibition above about 30%;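 further: 0% = DMSO wells and 100% = wells lacking the enzyme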
The depositor's hits bear a star; i = inactive; ? = inconclusive; . = not tested or not shown.

Screens in order: BioA inh, FBA Mtb inh, TcdB inh, Mtb UGM inh, Y pestis TopoI, FadD28 binding, BH1578 lux ind, PfHsp40 yeast, GDH-TPI counter
(1) CN1CCC(N(C)c2ncnc3ccc(Br)cc23)CC1
    3.1, -1.5, ., ., 2.2, -2.5, -1.0, -0.7, 7.9
(2) CCOc1ccccc1Oc1c(C)oc2cc(OC(=O)c3ccco3)ccc2c1=O
    0.1, 16.8, ., 0.7, 3.2, -2.9, -1.0, -0.7, 11.7
(3) O=c1[nH]cc(S(=O)(=O)Nc2ccc3c(c2)OCO3)c(=O)[nH]1
    -3.1, 1.6, 0.4, -1.0, -1.9, -0.8, i, -0.1, 2.1
(4) Cc1cc(C(=O)NCc2ccccc2Cl)n(-c2ccccc2)n1
    -3.2, -2.5, 2.1, -3.9, -6.5, -1.6, -0.4, 0.8, 16.1
(5) COc1ccc(CNC(=O)[C@]2(C)CCC[C@@]3(C)C4CC[C@@]5(C)C[C@]4(CCC32)CC5=O)cc1 (stereo partly specified)
    -1.4, 1.1, -0.2, -1.3, ?, -2.8, i, 162.5*, 6.0
(6) COc1ccc(C)cc1S(=O)(=O)NCC(c1ccco1)N1CCc2ccccc2C1 (stereo unspecified)
    -0.3, -0.8, 1.6, 1.2, 3.2, -2.9, -0.9, -0.6, 2.5
(7) Cc1cc(Cl)ccc1NC(=S)NCCCN1CCCC1=O
    ., 0.5, 0.2, -0.3, -2.8, -4.0, -0.4, 0.0, -0.6
(8) C1=C(CCNCC2CC2)CCCC1
    0.3, 1.4, 1.0, 0.4, -2.3, -1.6, -0.4, -0.7, -3.4
(9) COC(=O)C1=C(C)NC(C)=C(C(=O)OCC2CCCO2)C1c1ccc(Cl)c([N+](=O)[O-])c1 (stereo unspecified)
    1.1, -0.4, -1.4, 1.1, 15.1, -3.5, -0.3, -0.8, 2.4
(10) Cc1n[nH]c(C)c1S(=O)(=O)N1CCC(C(=O)O)CC1
    -5.1, -0.8, ., 0.1, -6.2, -0.1, -0.7, 2.6, 10.7
(11) CC(C)c1ccc(S(=O)(=O)NCc2ccc3c(c2)OCO3)cc1
    -0.8, -3.0, 0.2, 0.7, 14.0, 0.8, i, -0.1, -3.4
(12) O=C(Nc1ncccc1O)c1ccc2c(c1)OCCO2
    ., 1.0, 1.1, 2.3, 3.7, -3.1, i, -0.2, 4.5
(13) C=CCn1c(N)cc(=O)nc1SCC(=O)Nc1ccc(C(=O)OCC)cc1
    1.8, 3.0, -0.3, 0.9, -5.7, -2.2, -1.5, -0.9, 5.3
(14) COc1ccc(S(=O)(=O)N/N=C(/C)c2cccc(NC(=O)c3ccccc3Cl)c2)cc1
    1.3, 0.0, ., -0.1, -0.4, -1.5, -3.6, -0.7, 2.6
(15) COc1ccc2ccccc2c1CN1CCN(C(=O)c2ccccc2)CC1
    -2.2, 0.0, ., -1.8, -7.0, -1.5, 0.0, 1.4, 3.8
(16) O=C(NC(=S)N1CCc2ccccc21)c1ccc(Br)o1
    ., -1.9, 1.0, 1.0, 4.1, -2.4, i, 35.9*, 9.5
(17) Cn1c(C(=O)OC(C(=O)NC2CCCCC2)c2ccccn2)cc2sccc21 (stereo unspecified)
    -2.2, 12.3, ., 2.2, 29.3, -5.0, i, 1.9, -1.4
(18) O=C(CCCc1nc2ccccc2s1)NC1CCOC1=O (stereo unspecified)
    ., 2.2, -1.0, 1.7, -1.9, -3.0, -0.1, -0.9, -0.8
(19) COc1ccccc1C(=O)Oc1ccc2c(c1)O/C(=C\c1ccncc1)C2=O
    -16.2, -11.7, 0.5, 6.8, 26.0, 0.2, 8.5, -0.4, 16.5
(20) O=C(NC1CC1)c1cc(=O)c2ccccc2o1
    4.9, 5.7, ., -1.2, 2.3, 0.6, -0.5, -1.0, 2.7

Retrieved by compound from the list above, 2 records:
Screens in order: BioA inh, FBA Mtb inh, TcdB inh, Mtb UGM inh, Y pestis TopoI, FadD28 binding, BH1578 lux ind, PfHsp40 yeast, GDH-TPI counter
(20) O=C(NC1CC1)c1cc(=O)c2ccccc2o1
    4.9, 5.7, ., -1.2, 2.3, 0.6, -0.5, -1.0, 2.7
(11) CC(C)c1ccc(S(=O)(=O)NCc2ccc3c(c2)OCO3)cc1
    -0.8, -3.0, 0.2, 0.7, 14.0, 0.8, i, -0.1, -3.4

(list continues)
Screens in order: BioA inh, FBA Mtb inh, TcdB inh, Mtb UGM inh, Y pestis TopoI, FadD28 binding, BH1578 lux ind, PfHsp40 yeast, GDH-TPI counter
(21) O=C(C[C@H]1C(=O)N(CCc2ccccc2)C[C@@H]1Cc1ccccc1)Nc1ccccc1
    1.3, 0.1, 0.8, 4.8, 5.0, -3.5, i, 3.5, 2.2
(22) CCCNC(=O)CN(c1ccccc1)S(=O)(=O)c1ccc(OC)c(OC)c1
    -1.8, -0.2, ., -0.9, -3.2, 0.8, -0.6, -0.4, 11.3
(23) CCn1c(=O)cc(SCC(=O)N(C)Cc2ccccc2)c2ccccc21
    1.2, 3.9, ., 0.4, 11.0, -1.1, i, -0.2, 15.6
(24) CCCCCCCCCCSc1n[nH]c(NC(C)=O)n1
    -3.1, 0.7, 1.7, -1.5, 1.4, -1.0, i, 0.1, -2.6
(25) COc1cc([N+](=O)[O-])cc(/C=N/NC(=O)C(O)(c2ccccc2)c2ccccc2)c1O
    1.4, -7.7, 0.1, 2.0, -1.4, -0.6, 0.5, 30.0*, 11.1
(26) O=[N+]([O-])c1ccccc1N=Nc1c(O)[nH]c2ccc(F)cc12
    ., 0.5, 0.8, ., -9.8, -1.4, 1.2, -1.4, -4.3
(27) O=C(OCCOCCN=C1NS(=O)(=O)c2ccccc21)c1ccncc1
    -0.8, 2.6, ., -1.0, 0.3, -0.5, -6.6, -0.8, -14.7
(28) OC1CCC(NC(=S)Nc2ccc(SC(F)F)cc2)CC1 (stereo unspecified)
    ., 3.8, -0.6, -1.8, -1.0, -0.7, i, 0.2, 0.6
(29) Cc1csc(C(=O)O)c1NC(=O)c1cccc([N+](=O)[O-])c1
    ., -2.4, 2.3, -1.3, 0.5, -3.4, -0.2, 1.2, 9.5

By substructure: the compounds so far with a COOH group.
Screens in order: BioA inh, FBA Mtb inh, TcdB inh, Mtb UGM inh, Y pestis TopoI, FadD28 binding, BH1578 lux ind, PfHsp40 yeast, GDH-TPI counter
(10) Cc1n[nH]c(C)c1S(=O)(=O)N1CCC(C(=O)O)CC1
    -5.1, -0.8, ., 0.1, -6.2, -0.1, -0.7, 2.6, 10.7
(29) Cc1csc(C(=O)O)c1NC(=O)c1cccc([N+](=O)[O-])c1
    ., -2.4, 2.3, -1.3, 0.5, -3.4, -0.2, 1.2, 9.5

Profiles as entered above.
COc1cc([N+](=O)[O-])cc(/C=N/NC(=O)C(O)(c2ccccc2)c2ccccc2)c1O reads BioA inh: 1.4; FBA Mtb inh: -7.7; TcdB inh: 0.1; Mtb UGM inh: 2.0; Y pestis TopoI: -1.4; FadD28 binding: -0.6; BH1578 lux ind: 0.5; PfHsp40 yeast: 30.0*; GDH-TPI counter: 11.1
O=[N+]([O-])c1ccccc1N=Nc1c(O)[nH]c2ccc(F)cc12 reads BioA inh: .; FBA Mtb inh: 0.5; TcdB inh: 0.8; Mtb UGM inh: .; Y pestis TopoI: -9.8; FadD28 binding: -1.4; BH1578 lux ind: 1.2; PfHsp40 yeast: -1.4; GDH-TPI counter: -4.3

High-throughput results: PubChem BioAssay, several laboratories
